High-throughput results as filed in PubChem BioAssay.
NPY-Y1 PAM-ag – human NPY-Y1 potentiation or agonism, primary screen | activation, % at 3.6 µM | 220,000 compounds, 0.37% hits | NPY-Y1 expressing cells, potentiator/agonist activation; in the data active = activation above about 33%, passing the limit was not always enough;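 also: cells stimulated with NPY at EC10 then isoproterenol at EC100; 0% = low agonist plus stimulus and 100% = saturating agonist plus stimulus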
Target sequence (P25929 whole entry, looked up): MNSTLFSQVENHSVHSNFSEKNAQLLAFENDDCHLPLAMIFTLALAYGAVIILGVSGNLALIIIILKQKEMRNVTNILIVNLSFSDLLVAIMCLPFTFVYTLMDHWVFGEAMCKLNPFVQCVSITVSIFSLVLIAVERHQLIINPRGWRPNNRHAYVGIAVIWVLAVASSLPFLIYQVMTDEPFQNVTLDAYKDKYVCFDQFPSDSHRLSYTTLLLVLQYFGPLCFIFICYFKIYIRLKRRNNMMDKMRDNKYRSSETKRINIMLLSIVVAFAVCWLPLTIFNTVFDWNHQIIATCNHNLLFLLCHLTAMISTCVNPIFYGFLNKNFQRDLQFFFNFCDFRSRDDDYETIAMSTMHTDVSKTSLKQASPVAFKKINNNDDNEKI
CHOP inh – blocks CHOP induction under ER stress. CHO-K1 CHOP-promoter luciferase, tunicamycin-induced, 15-18 h. inhibition, % at 10 µM. 220,000 compounds, 3.8% hits. AID 2732;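 active = compounds that reduced the stress-induced luciferase reporter signal by more than about 70% of percent inhibition, limit read from the data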;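 also: 0% = tunicamycin plus vehicle and 100% = wells without tunicamycin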
BaF3 tox – reduces parental Ba/F3 cell viability, JAK2V617F counter-screen | CellTiter-Glo ATP luminescence | inhibition, % at 5.6 µM | 220,000 compounds, 1.1% hits;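 active = inhibition above a per-campaign cutoff, the mean inhibition of all tested compounds plus 3 SD, cut at about 27% in these data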;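 also: 0% = DMSO wells and 100% = JAK Inhibitor I control wells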
NPY Y1 blocker – antagonists of human neuropeptide Y receptor Y1 | inhibition, % at 3.6 µM | P25929 | HEK293-CNG Y1 cells, membrane potential fluorescence; NPY at EC95, then isoproterenol | AID 1040 | 200,000 compounds, 1% hits;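 active = inhibition above the campaign mean inhibition of all tested compounds plus 3 SD, cut at about 20% in these data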;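 also: 0% = DMSO wells given NPY plus isoproterenol and 100% = isoproterenol alone without NPY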
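Material: Y1- and CNG-channel-expressing HEK293 cells / Probe or stimulus: NPY 25 nM then isoproterenol 1 µM plus Ro 20-1724 25 µM / Doses: 3.6 µM single dose, DMSO 0.4% / Schedule: compound incubation 1 h at room temperature, readout 45 min post-stimulation / Signal: membrane potential fluorescence / Benchmarks: isoproterenol-only wells as full block versus NPY-plus-isoproterenol wells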
p47phox inh – blocks human p47phox regulatory protein of NADPH oxidases. P14598. p47phox/p22phox peptide binding, fluorescence polarization, 2 h. inhibition, % at 24.7 µM. 220,000 compounds, 0.53% hits. AID 1274;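 active = inhibition above about 30%, limit read from the data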;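 also: 0% = p47phox with labelled peptide and 100% = labelled peptide alone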
S1P4 ag – agonists of human S1P4 receptor; O95977; AID 1509; 220,000 compounds, 0.35% hits; S1P4-expressing cell line, agonist reporter assay; activation, % at 4.98 µM; in the data active = activation above about 11%;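 also: 0% = DMSO vehicle and 100% = reference agonist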
Target sequence (O95977 whole entry, looked up): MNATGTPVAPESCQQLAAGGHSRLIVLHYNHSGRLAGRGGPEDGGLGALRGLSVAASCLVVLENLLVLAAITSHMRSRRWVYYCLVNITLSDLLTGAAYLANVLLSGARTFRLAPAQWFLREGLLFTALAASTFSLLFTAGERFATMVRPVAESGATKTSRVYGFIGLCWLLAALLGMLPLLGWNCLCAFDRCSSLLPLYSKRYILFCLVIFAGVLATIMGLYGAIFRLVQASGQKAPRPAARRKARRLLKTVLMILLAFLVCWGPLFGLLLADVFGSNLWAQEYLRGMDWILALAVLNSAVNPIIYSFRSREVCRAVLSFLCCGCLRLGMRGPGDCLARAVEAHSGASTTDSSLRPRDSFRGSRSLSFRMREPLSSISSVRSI
S1P4 antagonist – human S1P4 receptor antagonism | S1P4-expressing cells, antagonist mode, reporter read-out | inhibition, % at 4.98 µM | 220,000 compounds, 0.26% hits; in the data active = inhibition above about 29%;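 also: 0% = wells stimulated with agonist and 100% = vehicle wells without agonist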
NPY2 pot ag – potentiators or agonists of human neuropeptide Y receptor Y2 | P49146 | cells expressing NPY-Y2, potentiator/agonist read-out | activation, % at 3.6 µM | AID 1359 | 220,000 compounds, 0.45% hits; in the data active = activation above about 27%;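 also: cells stimulated with NPY near EC25 plus isoproterenol at EC100; 0% = vehicle plus submaximal agonist and 100% = vehicle plus saturating agonist; some results beyond the cut were filed as inactive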
Ba/F3 V617F tox – lowers viability of Ba/F3 cells expressing EpoR and JAK2V617F | inhibition, % at 5.6 µM | 220,000 compounds, 1.1% hits | ATP luminescence;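 active = inhibition above the campaign mean plus 3 SD over all tested compounds, cut at about 24% in these data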;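 also: cytokine-independent growth of Ba/F3 cells driven by EpoR plus mutant JAK2; 0% = DMSO-treated cells and 100% = JAK inhibitor I control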
* = called active by the depositor; & = joins results of further samples.

Screening Nc1c(C(=O)NCc2ccccc2)sc2nc3c(cc12)C(=O)CCC3 returned NPY-Y1 PAM-ag 18, CHOP inh -16, BaF3 tox -1, NPY Y1 blocker 8, p47phox inh 0, S1P4 ag -0.6, S1P4 antagonist -8, NPY2 pot ag 3 and Ba/F3 V617F tox -1.
For CCC(CCC(=O)Nc1cccc([N+](=O)[O-])c1)C(=O)O (stereo not given) the results were NPY-Y1 PAM-ag -1, CHOP inh -13, BaF3 tox 3, p47phox inh -2, S1P4 ag 0.9, S1P4 antagonist -10, NPY2 pot ag -7 and Ba/F3 V617F tox -2.
O=C(COC(=O)c1ccccc1C(=O)c1ccccc1)Nc1ccc(SC(F)F)cc1 was read as NPY-Y1 PAM-ag 0, CHOP inh 49, BaF3 tox 3, NPY Y1 blocker 0, p47phox inh -7, S1P4 ag 0.5, S1P4 antagonist -15, NPY2 pot ag 5 and Ba/F3 V617F tox 1.
`CCOC(=O)C1=C(C)NC(=O)CC1c1ccccc1` (stereo not given) gave NPY-Y1 PAM-ag -19, CHOP inh 27, BaF3 tox 7, NPY Y1 blocker 8, p47phox inh -6, S1P4 ag 0.0, S1P4 antagonist -21, NPY2 pot ag -17 and Ba/F3 V617F tox 7.
For CC(N=Cc1cc([N+](=O)[O-])ccc1O)c1ccccc1 (stereo not given) the results were NPY-Y1 PAM-ag 7, CHOP inh 38, BaF3 tox 4, NPY Y1 blocker -1, p47phox inh -6, S1P4 ag 0.6, S1P4 antagonist -5, NPY2 pot ag 8 and Ba/F3 V617F tox -2.
Screening COc1ccc2c(c1)nc(SCC(C)O)n2C (stereo not given) returned NPY-Y1 PAM-ag -2, CHOP inh -2, BaF3 tox 5, NPY Y1 blocker -4, p47phox inh -6, S1P4 ag 0.7, S1P4 antagonist -13, NPY2 pot ag -5 and Ba/F3 V617F tox 3.
For CCOC(=O)NC(Nc1cc(C)ccn1)(C(F)(F)F)C(F)(F)F the results were NPY-Y1 PAM-ag 26, CHOP inh 10, BaF3 tox -3, NPY Y1 blocker -4, p47phox inh 2, S1P4 ag 1.2, S1P4 antagonist -7, NPY2 pot ag 14 and Ba/F3 V617F tox -5.
`CCOc1nc(N2CCOCC2)nc(N2CCOCC2)n1` gave NPY-Y1 PAM-ag 8, CHOP inh 6, BaF3 tox 2, NPY Y1 blocker 6, p47phox inh -2, S1P4 ag 0.3, S1P4 antagonist -7, NPY2 pot ag 3 and Ba/F3 V617F tox -1.
`COc1cc2c(cc1NC(=O)COC(=O)CNC(=O)c1ccccc1)oc1ccccc12` gave NPY-Y1 PAM-ag -16, CHOP inh 1, BaF3 tox 6, NPY Y1 blocker 3, S1P4 ag 0.9, S1P4 antagonist -3, NPY2 pot ag -4 and Ba/F3 V617F tox 2.
For O=C(O)CSc1nc2ccccc2s1 the results were NPY-Y1 PAM-ag -57&-56, CHOP inh -3&6, BaF3 tox -2&0, p47phox inh -12&-9, S1P4 ag 1.5&1.5, S1P4 antagonist 8&-7, NPY2 pot ag -32&-12 and Ba/F3 V617F tox 2&-6.
`COc1cccc(OCc2cc(/C=N/NC(=O)c3nc(Cl)c(Cl)c(N)c3Cl)ccc2OC)c1` gave NPY-Y1 PAM-ag -56, CHOP inh 4, BaF3 tox 5, NPY Y1 blocker 5, p47phox inh -79, S1P4 ag 1.1, S1P4 antagonist -11, NPY2 pot ag -34 and Ba/F3 V617F tox 1.
`COCc1cc(=O)n2[nH]c(N)nc2n1` gave NPY-Y1 PAM-ag 18, CHOP inh -5, BaF3 tox -7, p47phox inh -15, S1P4 ag 0.3, S1P4 antagonist -3, NPY2 pot ag -5 and Ba/F3 V617F tox -3.

Three compounds already listed, ordered by length of the SMILES, lowest first:
For O=C(O)CSc1nc2ccccc2s1 the results were NPY-Y1 PAM-ag -57&-56, CHOP inh -3&6, BaF3 tox -2&0, p47phox inh -12&-9, S1P4 ag 1.5&1.5, S1P4 antagonist 8&-7, NPY2 pot ag -32&-12 and Ba/F3 V617F tox 2&-6.
`COCc1cc(=O)n2[nH]c(N)nc2n1` gave NPY-Y1 PAM-ag 18, CHOP inh -5, BaF3 tox -7, p47phox inh -15, S1P4 ag 0.3, S1P4 antagonist -3, NPY2 pot ag -5 and Ba/F3 V617F tox -3.
`COc1cc2c(cc1NC(=O)COC(=O)CNC(=O)c1ccccc1)oc1ccccc12` gave NPY-Y1 PAM-ag -16, CHOP inh 1, BaF3 tox 6, NPY Y1 blocker 3, S1P4 ag 0.9, S1P4 antagonist -3, NPY2 pot ag -4 and Ba/F3 V617F tox 2.

Following part
`CN(c1ccccc1)S(=O)(=O)c1cc(C(=O)OCC(=O)N2CCN(C(=O)c3ccco3)CC2)ccc1Cl` gave NPY-Y1 PAM-ag 8, CHOP inh 13, BaF3 tox 2, NPY Y1 blocker -3, p47phox inh -4, S1P4 ag -0.8, S1P4 antagonist -2, NPY2 pot ag 8 and Ba/F3 V617F tox 0.
Cc1ccc(CCNC(=O)C2CC(c3ccccc3[N+](=O)[O-])=NO2)cc1 (stereo not given) was read as NPY-Y1 PAM-ag 9, CHOP inh 16, BaF3 tox 4, NPY Y1 blocker 2, p47phox inh -6, S1P4 ag 1.7, S1P4 antagonist -14, NPY2 pot ag -14 and Ba/F3 V617F tox -1.
`O=C(NCC1CCCO1)C(c1ccncc1)N(Cc1ccc(F)cc1)C(=O)CN1C(=O)c2ccccc2S1(=O)=O` (stereo not given) gave NPY-Y1 PAM-ag 11, CHOP inh -9, BaF3 tox 1, NPY Y1 blocker -2, p47phox inh -2, S1P4 ag 1.6, S1P4 antagonist -5, NPY2 pot ag 14 and Ba/F3 V617F tox -3.
CCCC(=O)C1=C(O)C(C(=O)OC)C(C)(C)CC1=NC(C)(C)C (stereo not given) was read as NPY-Y1 PAM-ag -13, CHOP inh -9, BaF3 tox 4, NPY Y1 blocker 3, p47phox inh -10, S1P4 ag -1.8, S1P4 antagonist 4, NPY2 pot ag 10 and Ba/F3 V617F tox -1.
For COc1ccc(C(=O)NCc2ccc(-c3nc4ccccc4s3)cc2)cc1OC the results were NPY-Y1 PAM-ag -25, CHOP inh 41, BaF3 tox 4, NPY Y1 blocker 2, p47phox inh -12, S1P4 ag -2.0, S1P4 antagonist -13, NPY2 pot ag -6 and Ba/F3 V617F tox -1.
Screening COc1ccc(-c2cn(/N=C/c3ccc(Cl)cc3Cl)c(N)n2)cc1 returned NPY-Y1 PAM-ag -20, CHOP inh 20, BaF3 tox 3, NPY Y1 blocker 0, p47phox inh -34, S1P4 ag 2.6, S1P4 antagonist -9, NPY2 pot ag -13 and Ba/F3 V617F tox -3.
`N#Cc1c(SCC(N)=O)nc(-c2ccccc2)c2c1CCCC2` gave NPY-Y1 PAM-ag 6, CHOP inh 27, BaF3 tox 5, NPY Y1 blocker 7, p47phox inh 6, S1P4 ag 0.0, S1P4 antagonist -10, NPY2 pot ag 4 and Ba/F3 V617F tox 3.
`Cc1cccc2sc(NC(=O)C3CCCN(S(=O)(=O)c4cccc5nonc45)C3)nc12` (stereo not given) gave NPY-Y1 PAM-ag -9, CHOP inh 81*, BaF3 tox 1, NPY Y1 blocker 0, p47phox inh -45, S1P4 ag -2.8, S1P4 antagonist -14, NPY2 pot ag 6 and Ba/F3 V617F tox -4.
CN=C1SC(CC(=O)NCCc2ccc(OC)c(OC)c2)C(=O)N1C (stereo not given) was read as NPY-Y1 PAM-ag 3, CHOP inh -21, BaF3 tox 1, NPY Y1 blocker 1, p47phox inh -2, S1P4 ag 2.5, S1P4 antagonist -5, NPY2 pot ag 2 and Ba/F3 V617F tox -3.
Cc1oc(-c2ccccc2Cl)nc1CS(=O)CC(=O)NCc1cccs1 (stereo not given) was read as NPY-Y1 PAM-ag 18, CHOP inh 28, BaF3 tox 9, NPY Y1 blocker 2, p47phox inh -6, S1P4 ag 0.8, S1P4 antagonist 9, NPY2 pot ag -26 and Ba/F3 V617F tox 3.
Screening CC(=O)Nc1ccc(Oc2ccccc2)cc1 returned NPY-Y1 PAM-ag -5, CHOP inh -5, BaF3 tox 2, p47phox inh -11, S1P4 ag -0.4, S1P4 antagonist 3, NPY2 pot ag 13 and Ba/F3 V617F tox -2.
`OCCNCCCCOc1cccc(Br)c1` gave NPY-Y1 PAM-ag -4, CHOP inh 8, BaF3 tox 3, NPY Y1 blocker 2, p47phox inh -7, S1P4 ag 0.2, S1P4 antagonist -7, NPY2 pot ag -15 and Ba/F3 V617F tox 1.
Cc1cccc(N(C(=O)CNC(=O)c2ccco2)C(C(=O)NCC2CCCO2)c2ccccc2)c1 (stereo not given) was read as NPY-Y1 PAM-ag -2, CHOP inh 7, BaF3 tox 3, NPY Y1 blocker 12, p47phox inh 7, S1P4 ag 0.7, S1P4 antagonist -3, NPY2 pot ag 4 and Ba/F3 V617F tox -1.
For CCOC(=O)N1CCC(NC(=O)C2CCCN(Cc3nc(-c4cccc(Cl)c4)oc3C)C2)CC1 (stereo not given) the results were NPY-Y1 PAM-ag 11, CHOP inh 85*, BaF3 tox 20, NPY Y1 blocker 10, p47phox inh -3, S1P4 ag -0.6, S1P4 antagonist -15, NPY2 pot ag 12 and Ba/F3 V617F tox 18.
For O=C(CCc1ccccc1)NCc1ccccc1 the results were NPY-Y1 PAM-ag 1, CHOP inh 12, BaF3 tox 0, NPY Y1 blocker 2, p47phox inh 3, S1P4 ag 1.0, S1P4 antagonist 10, NPY2 pot ag -11 and Ba/F3 V617F tox 2.
For COc1ccc(NS(=O)(=O)c2cccc(C(=O)OCC(=O)Nc3cc(C)on3)c2)cc1 the results were NPY-Y1 PAM-ag -10, CHOP inh -3, BaF3 tox 4, NPY Y1 blocker 15, p47phox inh -13, S1P4 ag -2.0, S1P4 antagonist 1, NPY2 pot ag -6 and Ba/F3 V617F tox 0.
O=C(Cn1nc(C(=O)O)c2ccccc2c1=O)c1c[nH]c2ccccc12 was read as NPY-Y1 PAM-ag -1, CHOP inh 8, BaF3 tox 0, p47phox inh -38, S1P4 ag -0.9, S1P4 antagonist 3, NPY2 pot ag -16 and Ba/F3 V617F tox -3.
O=C(N/N=C/c1cccc(Cl)c1)C(c1ccncc1)N1CCOCC1 (stereo not given) was read as NPY-Y1 PAM-ag 6, CHOP inh -13, BaF3 tox -6, p47phox inh -13, S1P4 ag 1.4, S1P4 antagonist -25, NPY2 pot ag 2 and Ba/F3 V617F tox -2.
Screening CCCS(=O)(=O)N1CCCC(C(=O)NCCN(CC)c2ccccc2)C1 (stereo not given) returned NPY-Y1 PAM-ag -5, CHOP inh -8, BaF3 tox 3, NPY Y1 blocker -3, p47phox inh -17, S1P4 ag 0.3, S1P4 antagonist 7, NPY2 pot ag -5 and Ba/F3 V617F tox 1.
`Cc1nn(-c2ccccc2)c2c1C(c1cccc([N+](=O)[O-])c1)N(c1ccccc1)C(=O)N2` (stereo not given) gave NPY-Y1 PAM-ag 12, CHOP inh 22, BaF3 tox 7, NPY Y1 blocker -1, p47phox inh -6, S1P4 ag -1.8, S1P4 antagonist -7, NPY2 pot ag 9 and Ba/F3 V617F tox 0.
Screening Cc1ccc(S(=O)(=O)Nc2ccc3c(c2)ncn3C(C)(C)C)cc1 returned NPY-Y1 PAM-ag 1, CHOP inh -2, BaF3 tox 4, NPY Y1 blocker -1, p47phox inh 2, S1P4 ag 0.7, S1P4 antagonist -6, NPY2 pot ag -1 and Ba/F3 V617F tox -1.
For CCN(CC)S(=O)(=O)c1cccc(C(=O)N/N=C2\CC(=O)CC(C)(C)C2)c1 the results were NPY-Y1 PAM-ag -7, CHOP inh 2, BaF3 tox 6, NPY Y1 blocker 4, S1P4 ag -0.9, S1P4 antagonist -2, NPY2 pot ag 7 and Ba/F3 V617F tox 1.
